D2 agonist: activates the human D2 dopamine receptor | P14416 | HEK293 T-REx D2 cells, calcium flux agonist mode | activation, % at 2 µM | actives 0.53% (n = 340,000) | AID 485358;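 active means activation over 3 SD above normal in the single-dose calcium agonist read, cut at about 30% in these data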; further: 0% is about no effect
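Agonism is scored from calcium flux in a force-coupled, inducible HEK293 cell line expressing D2, read kinetically for 180 s after compound addition against dopamine controls.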
PI4K2A inh: inhibitors of human PI4K2A; Q9BTU6; AID 1346378; actives 0.13% (n = 420,000); purified PI4K2A, ADP-Glo luminescence, 1 h; active compounds read low; activity change, negative = inhibition, % at 76.9 µM; in the data active means activity change below about -50%; inconclusive means mostly about -30% to -49%;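 further: -100% = wells without enzyme as full effect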
Target sequence (Q9BTU6 whole entry, looked up): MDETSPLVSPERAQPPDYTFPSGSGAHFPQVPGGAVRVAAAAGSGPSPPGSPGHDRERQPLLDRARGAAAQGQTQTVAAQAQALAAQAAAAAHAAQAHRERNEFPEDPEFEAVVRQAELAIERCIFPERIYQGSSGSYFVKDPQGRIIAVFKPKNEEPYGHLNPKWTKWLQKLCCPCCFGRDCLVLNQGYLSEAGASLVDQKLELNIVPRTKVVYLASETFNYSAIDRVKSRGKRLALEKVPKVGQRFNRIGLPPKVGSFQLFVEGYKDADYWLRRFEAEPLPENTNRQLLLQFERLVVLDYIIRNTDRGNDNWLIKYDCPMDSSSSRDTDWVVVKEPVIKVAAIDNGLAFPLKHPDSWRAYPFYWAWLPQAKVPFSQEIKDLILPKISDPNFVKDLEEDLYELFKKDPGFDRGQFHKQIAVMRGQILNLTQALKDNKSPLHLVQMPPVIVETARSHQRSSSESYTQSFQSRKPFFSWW
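PI4K2A activity was measured by ADP-Glo luminescence: enzyme (4 ug/mL stock) and phosphatidylinositol (1.2 mM stock) in Tris pH 7.5/MgCl2/EGTA/Triton X-100 buffer were reacted with ATP (300 microM stock) for one hour at ambient temperature.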
USP1 inh: USP1/UAF1 (human) deubiquitinase inhibition. O94782. recombinant USP1/UAF1, Ub-Rhodamine cleavage fluorescence. Potency, µM (titrated, usually from 57.1 µM), inactives show top-dose activity change, negative = inhibition, usual class: inhibitors. actives 0.23% (n = 390,000). AID 743255; further: potency means the concentration at half of the fitted maximal effect; on the % scale 0 is the no-effect control and ±100 the full control effect; nearly all actives have a fitted effect of over 60% in size; inactives centre near -12
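USP1/UAF1 complex (1 nM) preincubated 15 min at room temperature with compound, then Ub-Rho substrate (150 nM final) added. Kinetic fluorescence at 480/540 nm over 6 reads at 60 s intervals; 50 mM HEPES pH 7.8, 0.5 mM EDTA, 0.1 mg/ml BSA, 1 mM TCEP, 0.01% Tween-20.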
TrxR1 inh: inhibitors of rat thioredoxin reductase 1. Potency, µM (top dose mostly 114 µM), inactives show at the top dose activity change, negative = inhibition, usual class: inhibitors. AID 588453. recombinant rTrxR1, NADPH fluorescence consumption, selenite substrate. O89049. actives 1% (n = 390,000); further: potency means the concentration at half of the fitted maximal effect; on the % scale 0 is the no-effect control and ±100 the full control effect; nearly all actives have a fitted effect of over 65% in size
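Rat TrxR1 (90 nM in the dispensed reagent) was pre-reduced with 400 uM NADPH for 5 min at room temperature, then incubated with compound for 15 min. After 400 uM selenite was added, NADPH fluorescence (Ex 340/Em 450 nm) was followed for 8 min.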
TRHR ag: agonists of human TRH receptor; TRHR cells, calcium flux fluo-8, FDSS agonist mode; activation, % at 2 µM; actives 0.18% (n = 360,000); in the data active means activation above about 30%; further: 0% is about no effect
Target sequence (P34981 whole entry, looked up): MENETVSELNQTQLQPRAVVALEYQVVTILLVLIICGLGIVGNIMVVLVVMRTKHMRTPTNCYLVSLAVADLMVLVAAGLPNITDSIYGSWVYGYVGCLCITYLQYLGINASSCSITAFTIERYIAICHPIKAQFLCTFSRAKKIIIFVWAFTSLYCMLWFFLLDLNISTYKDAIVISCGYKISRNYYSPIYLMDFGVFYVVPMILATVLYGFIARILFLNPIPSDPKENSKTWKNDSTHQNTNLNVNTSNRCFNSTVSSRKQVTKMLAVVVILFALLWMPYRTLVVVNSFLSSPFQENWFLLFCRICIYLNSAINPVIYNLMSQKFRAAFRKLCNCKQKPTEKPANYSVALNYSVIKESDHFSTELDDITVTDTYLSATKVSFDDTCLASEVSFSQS
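Steps: seed TRHR cells overnight; add fluo-8 no-wash Ca dye, RT 30 min–1.5 h; record 10 s baseline; pin-transfer compounds; monitor fluorescence 1 cycle/s for the agonist window. Calcium increases flag candidate agonists.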
D2 antag: antagonizes the human D2 dopamine receptor; HEK293 TREx D2 cells, calcium flux, dopamine EC80; inhibition, % at 10 µM; actives 2% (n = 340,000); AID 485344; in the data active means inhibition above about 30%; further: 0% is about no effect
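Overnight-induced (tetracycline, 30 C) HEK293 T-REx cells carrying force-coupled D2 receive a no-wash calcium dye, then compound, then EC80 dopamine at 180 s; signals are read kinetically throughout.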
mIDH1 inhibitor: human IDH1 R132H inhibition | O75874 | IDH1-R132H enzyme, NADPH consumption, diaphorase/resazurin fluorescence | Potency, µM (series often up to 76.6 µM), without a hit: at the top dose activity change, negative = inhibition, actives largely listed as inhibitors | actives 0.093% (n = 390,000) | AID 602179; further: potency means the concentration at half of the fitted maximal effect; on the % scale 0 is the no-effect control and ±100 the full control effect; nearly all actives have a fitted effect of over 65% in size
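IDH1-R132H (0.5 ug/mL dispensed) in pH 7.5 Tris buffer was preincubated 30 min with compound, then given a substrate mix of 0.016 mM NADPH and 2 mM alpha-KG for 80 min at room temperature; remaining NADPH was read by diaphorase/resazurin fluorescence.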
TrxR1 substrate: is turned over as a substrate by rat TrxR1. Potency, µM (series often up to 114 µM), inactives show at the top dose activity change, negative = substrate turnover. O89049. purified TrxR1 substrate turnover, NADPH consumption readout. actives 0.01% (n = 390,000); further: potency means the concentration at half of the fitted maximal effect; on the % scale 0 is the no-effect control and ±100 the full control effect; nearly all actives have a fitted effect of over 50% in size
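Rat TrxR1, dispensed at 90 nM, was prereduced with 400 uM NADPH (final) for 5 min at ~22 deg C, then incubated with compound 15 min before 400 uM selenite. A first-read NADPH fluorescence drop versus no-compound background flagged substrates.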
TRHR PAM: TRH receptor (human) allosteric enhancement. P34981. TRHR cells, fluo-8 calcium fluorescence, EC20 TRH enhancement. enhancement, % at 2 µM. actives 0.66% (n = 360,000); in the data active means enhancement above about 30%; further: 0% is about no effect
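TRHR-expressing cells loaded with fluo-8 calcium dye were read kinetically (ex 480/em 530) during compound addition, then stimulated with an EC20 of TRH (10 nM final). Enhancement of the Gq-mediated intracellular calcium response was scored.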
* = called active by the depositor; ? = inconclusive; . = no result given; [ ] = remark or other dose. Unless noted, the call rests on the fitted dose curve; in most records, active means well fitted inhibition curve with a large enough effect; inconclusive means small, poorly fitted or top-dose-only effect; inactive means no such curve, though single readings can be large or run the other way.

SMILES	D2 agonist	PI4K2A inh	USP1 inh	TrxR1 inh	TRHR ag	D2 antag	mIDH1 inhibitor	TrxR1 substrate	TRHR PAM
Cc1cccc(-c2ocnc2C(=O)Nc2ccccc2C(=O)N2CCCC2)c1	-0.6	1.3	-9.2%	22.1%[57.1 µM]	-1.1	-24.7	3.1%	-13.4%	-1.1
CCc1cc2c(N[C@@H](Cc3ccccc3)C(=O)O)ncnc2s1	-3.2	10.2	-11.8%	1.8%[57.1 µM]	-1.3	11.8	-7.0%	7.3%[57.1 µM]	3.3
CCOC(=O)C1=C(COC(=O)c2cccs2)NC(=O)NC1C (stereo unspecified)	0.6	3.7	-13.5%	-10.9%	0.2	0.2	2.6%	-10.3%	-2.8
COc1ccc(CCNC(=O)CSc2ccccn2)cc1OC	0.0	1.8	?	10.5%[57.1 µM]	0.0	10.0	-13.2%	4.0%	-3.2
Cc1c(Cc2ccccc2)c(=O)n2c([nH]c3ccccc32)c1C#N	9.4	1.2	-3.9%	32.6%	2.1	-1.6	-11.6%	31.6%[activator]	-4.9
O=C(Cc1ccccc1F)Nc1ccc(Cl)nc1	-0.2	4.6	-22.9%	12.0%	-0.4	-10.2	9.6%	4.2%	5.1
O=C1CCc2nc3ccccc3c(=O)n2N1	-2.7	3.3	-22.3%	2.8%[57.1 µM]	-0.2	2.3	3.0%	9.1%[57.1 µM]	-2.7
Cc1ccc(/C=N/c2sc3c(c2C#N)CCC3)s1	0.8	9.4	-1.6%	-10.2%	-0.1	16.3	4.0%	4.9%[57.1 µM]	-1.1
Cc1ccc(/C=C/C(=O)NCc2ccco2)o1	0.7	.	.	.	0.2	-6.6	.	.	3.0
O=C(Cn1cnc2ccccc2c1=O)c1ccccc1	-1.1	-2.2	-18.6%	-2.7%	0.9	5.1	2.3%	-3.8%	-3.8
O=C(Nc1ccccc1N1CCCC1)c1ccco1	-0.1	-6.3	-14.0%	11.0%	-0.1	10.1	-0.6%	7.2%	2.8
Clc1ccc(Cn2ccc(-c3ccc4c(c3)OCO4)n2)cc1Cl	1.9	4.0	-15.4%	14.5%	3.3	25.2	1.8%	9.3%	-0.6
COCCCn1c(N)c(-c2nc3ccccc3n2C)c2nc3ccccc3nc21	39.3*	1.1	?	0.8%	22.5	13.7	5.0%	-1.3%	2.7
Cc1ccc(-n2c(C)n[nH]c2=S)cc1	-2.2	-13.2	-17.9%	-12.6%	0.1	-19.0	4.1%	0.1%	10.6
O=C(CCC(=O)Nc1cccnc1)Nc1cccnc1	.	-5.4	-9.8%	10.1%	.	.	5.8%	-8.3%	.
CCOC(=O)c1c(C)[nH]c(C)c1S(=O)(=O)N1CCC(c2ccccc2)C1 (stereo unspecified)	-1.0	-4.8	-7.0%	2.8%	-0.9	-5.0	-6.2%	-2.3%	3.0
CCOc1ccc(C(=O)OCC(=O)N2CCOCC2)cc1OCC	0.2	-0.5	5.3%	21.4%	0.2	-16.2	-10.1%	2.1%	4.3
CCSc1nnc(-c2ccccc2SC)o1	8.8	0.7	-20.8%	-4.9%	-0.5	-5.2	1.3%	-4.8%	2.9
CCN(CC)c1ccc(/C=N/NC(=O)Cc2cccs2)cc1	.	-8.8	-10.6%	4.2%	-0.2	.	7.2%	41.5%[activator]	0.4
O=C(O)Cc1sc(=O)[nH]c1O	.	-16.2	-4.1%	16.0%	.	.	-1.8%	0.7%	.
Cc1cc2occ(CC(=O)Nc3nnc(C4CC4)s3)c2cc1C	-0.1	7.3	-4.4%	24.8%[57.1 µM]	-0.1	3.5	1.8%	9.3%[57.1 µM]	-4.1
COc1ccc(CCC(=O)N2CCN(c3cccc(C)c3C)CC2)cc1	-1.2	-7.9	-16.4%	22.0%[57.1 µM]	-1.2	-15.5	9.6%	-14.5%[57.1 µM]	19.5
COc1ccc(CNC(=O)c2cc3c(=O)oc4ccc(C)cc4c3s2)c(OC)c1	0.0	12.1	?	64.2%[activator]	0.4	.	-5.7%	32.4%[activator]	6.4
CCOc1ccccc1CNc1nc2nc(C)cc(C)n2n1	-1.0	1.7	15.9%	13.0%	-0.2	.	-12.5%	16.8%	-5.0
COc1ccc(NC(=O)CSc2nc(N)c(NC(=O)c3ccccc3F)c(=O)[nH]2)cc1	0.7	2.0	-1.8%	-12.8%	-0.1	11.6	4.9%	-7.5%	24.7

One compound at a time, from the list above.
Listed for O=C(Nc1ccccc1N1CCCC1)c1ccco1 → D2 agonist = -0.1; PI4K2A inh = -6.3; USP1 inh = -14.0%; TrxR1 inh = 11.0%; TRHR ag = -0.1; D2 antag = 10.1; mIDH1 inhibitor = -0.6%; TrxR1 substrate = 7.2%; TRHR PAM = 2.8
Listed for COc1ccc(CNC(=O)c2cc3c(=O)oc4ccc(C)cc4c3s2)c(OC)c1 → D2 agonist = 0.0; PI4K2A inh = 12.1; USP1 inh = ?; TrxR1 inh = 64.2%[activator]; TRHR ag = 0.4; D2 antag = .; mIDH1 inhibitor = -5.7%; TrxR1 substrate = 32.4%[activator]; TRHR PAM = 6.4

(continued)
SMILES	D2 agonist	PI4K2A inh	USP1 inh	TrxR1 inh	TRHR ag	D2 antag	mIDH1 inhibitor	TrxR1 substrate	TRHR PAM
Cc1cc(NC(=O)CSc2nnc3c(C)cc4cc(C)c(C)cc4n23)no1	0.6	2.3	-11.9%	-3.6%	1.5	-13.9	1.7%	8.0%	5.3
O=[N+]([O-])c1ccc(NN=Cc2ccccc2)nc1	.	1.4	-5.8%	1.0%[11.4 µM]	.	.	-1.6%	3.0%[57.1 µM]	.
Nc1ccc2oc3ncccc3c(=O)c2c1	1.1	6.6	-9.9%	21.1%	-0.1	23.4	-3.6%	6.7%	0.9
CCOc1ccc2nc(SCC)[nH]c2c1	0.4	-6.2	-13.5%	2.4%	-0.6	25.6	8.3%	-1.8%	-1.1
COc1cccc(CCNC(=O)c2c(O)nc3ccccn3c2=O)c1	.	-2.4	-22.0%	6.8%	-0.2	.	-5.5%	7.3%	0.3
Cc1ccc(-n2nnnc2SCCNS(=O)(=O)c2ccccc2)cc1C	-0.7	5.2	-13.8%	17.9%	-1.0	-3.5	0.0%	-4.8%	-9.7
COC(=O)c1ccc(Cl)c(NC(=O)CN(c2ccc(OC)c(OC)c2)S(C)(=O)=O)c1	0.3	-6.4	-5.8%	-0.3%	-0.1	-15.2	1.8%	-6.5%	0.6
COc1ccc(Nc2nnc(SCC(=O)/C=C3/N(C)c4ccccc4C3(C)C)s2)cc1	0.2	-1.8	-21.5%	-8.4%	0.0	-5.1	-1.2%	-10.2%	12.5
COc1cc(S(=O)(=O)N2CCOCC2)cc(C(=O)OCC(=O)NCc2ccco2)c1OC	0.1	5.3	-5.1%	-10.5%	-0.3	17.2	4.2%	-4.8%	3.6
C#CCOCCOCCOCCNc1nc(N2CCOCC2)nc(N2CCN(C(=O)[C@H](CCCCN)n3cc(CN)nn3)CC2)n1	.	1.2	-14.9%	?	.	.	4.2%	11.6%	.
O=C1NN(c2ccccc2)C(=O)/C1=C\c1coc2ccc(O)cc2c1=O	2.5	?	-12.3%	?	1.6	-6.1	0.5%	-8.0%	6.6
Cc1ccccc1NC(=S)NNC(=O)c1ccncc1	0.0	-6.0	-10.1%	11.2%[57.1 µM]	0.0	-1.5	11.3%	0.2%[57.1 µM]	-1.1
O=C(O)CC1(CC(=O)Nc2ccc(Oc3cccc(C(F)(F)F)c3)nc2)CCCC1	-0.2	3.7	-15.7%	-2.7%	0.0	-24.8	4.0%	-4.7%	4.9
CCOC(=O)c1ccc(NC(=O)c2nccnc2C(=O)O)cc1	0.7	-0.3	-19.1%	9.2%	0.5	-4.7	19.8%	-0.7%	7.8
CCOC(=O)CC(N)c1ccc(OC)cc1 (stereo unspecified)	-0.1	4.7	-17.1%	18.3%[57.1 µM]	-0.3	-7.5	7.5%	6.6%[57.1 µM]	-7.1
CCN(Cc1ccccc1)C(=O)c1c[nH]c2ccc(S(=O)(=O)N(C)CCC#N)cc2c1=O	2.8	-1.2	-4.5%	2.0%	1.0	16.0	6.2%	21.7%	-3.9
CC(C)Oc1ccc(/C=N/NC(=O)C(CSCc2ccccc2)NC(=O)c2ccc([N+](=O)[O-])cc2)cc1 (stereo unspecified)	4.4	10.0	-8.9%	-2.7%	8.0	-2.4	4.0%	-10.3%	-1.3
CS(=O)(=O)c1ccc(C(=O)NNC(=O)c2cccs2)cc1	.	5.5	-18.9%	2.9%	.	.	-4.6%	-7.2%	.
CCOC(=O)c1c(N)sc(C(=O)N2CCCC2)c1C	0.6	5.2	8.1%	-6.5%[57.1 µM]	0.4	0.5	-1.1%	4.7%[57.1 µM]	-1.9
CCCOc1ccc(NC(=O)C2OC3OC(C)(C)OC3C3OC(C)(C)OC23)cc1 (stereo unspecified)	0.3	.	.	.	3.2	5.8	.	.	-3.7
O=c1cc(-c2ccncc2)oc2c1ccc1ccccc12	0.8	6.1	1.7%	12.0%[57.1 µM]	-0.2	12.5	0.0%	16.1%[57.1 µM]	4.3
Cc1c(C(=O)Nc2ccc(F)cc2F)oc2ccc3c(c12)C(=O)CC(C)(C)O3	-0.7	-2.4	-2.0%	3.5%	-0.2	.	-8.9%	4.7%	-3.3
CC(NC(=O)c1cc2cc(F)ccc2[nH]1)c1ccccc1 (stereo unspecified)	0.6	-1.2	-16.4%	-23.6%	0.5	3.1	-18.1%	-1.7%	25.2
O=S(=O)(c1ccc(SCCO)nc1)N1CCCC1	1.1	-2.1	-14.1%	4.0%[57.1 µM]	-0.3	2.9	1.9%	10.6%[57.1 µM]	4.8
COc1ccc(N2CCN(C3C(=O)c4ccccc4N3C(C)=O)CC2)cc1 (stereo unspecified)	-0.3	2.2	-23.4%	5.1%[57.1 µM]	0.6	.	3.3%	-0.7%[57.1 µM]	1.8
Cc1ccc(Cn2nnc3c(=O)n(Cc4cc(C)ccc4C)cnc32)cc1	-0.7	-0.5	?	16.6%	-0.7	-29.9	7.8%	7.1%	-6.5
